From PubChem
MsrA inh: inhibits bovine methionine sulfoxide reductase A. purified bovine MsrA, absorbance read-out. inhibition, % at 15.5 µM. 360,000 tested, 0.75% active. AID 651718; in the data active means inhibition above about 4.5%;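 further: 0% = vehicle wells with enzyme and 100% = reference inhibitor wells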
Numbers without * were called inactive. Not all compounds are listed. The share of hits here may be higher or lower than overall.

SMILES | MsrA inh
COC(=O)N1Cc2ccnnc2CC1c1ccccc1-c1ccc(OC)cc1 (stereo not given) | 0.9
C=CCN1C(=O)c2n[nH]c(C(C)C)c2C1c1ccc2c(c1)OCO2 (stereo not given) | 0.2
C=CCCC1CN(Cc2ccc(OC)cc2)S(=O)(=O)c2c(Oc3ccc(OC)cc3)cccc2O1 (stereo not given) | 0.5
OC(c1ccccc1)(c1ccccc1)C1CCN(CCCOc2cccnc2)CC1 | -0.6
COC(=O)C1=C(C)N(Cc2ccccc2C(F)(F)F)C(=NCC2CC2)NC1c1ccc(C(F)(F)F)cc1 (stereo not given) | -1.2
COC(=O)C1=C(C)N(Cc2cccc(C(F)(F)F)c2)C(=NCC2CC2)NC1c1cccc(F)c1 (stereo not given) | -2.4
COC(=O)c1cc(=O)nc(NN=C(C)C)s1 | 1.5
COC(=O)C1=C(C)N(C)C(=NCC2CC2)NC1CCc1ccccc1 (stereo not given) | -1.4
O=C(COC(=O)CC(c1ccccc1)c1ccccc1)Nc1c(F)cccc1F | 0.0
Cc1ccc(OC2CCN(C(=O)[C@@H](Cc3ccccc3)NC(=O)[C@H]3O[C@@H](n4ccc(=O)[nH]c4=O)[C@H](O)[C@@H]3O)CC2)cc1 | 0.4
NC(=O)c1ncn([C@@H]2O[C@H](C(=O)N[C@H](Cc3ccccc3)C(=O)N3CCN(c4ccc(Cl)cn4)CC3)[C@@H](O)[C@H]2O)n1 | 1.3
C[C@H](O)[C@@H]1C(=O)N2CCc3c([nH]c4cccc(-c5ccccc5)c34)[C@@H]2C[C@@H]1N(C)C(=O)c1ccco1 | -0.7
COc1c2c(cc3c1c(=O)c1ccccc1n3C)OCO2 | 0.4
CC(=O)N(C)C[C@@H]1OCc2ccccc2-c2c(n(C)c3ccccc23)C(=O)N([C@@H](C)CO)C[C@@H]1C | -0.8
Nc1ncnc2c1ncn2[C@@H]1O[C@H](C(=O)N[C@@H](CCc2ccccc2)C(=O)O)[C@@H](O)[C@H]1O | 0.5
Cc1ccc(S(=O)(=O)N2CCCCC2)cc1NC(=O)c1ccc2c(=O)n3c(nc2c1)CCCCC3 | 0.2
CCOC(=O)C1=CCN(S(=O)(=O)c2ccc(Br)cc2)C1c1ccc(F)cc1 (stereo not given) | -0.2
N#Cc1ccc(OCCCN2CCC(C(O)(c3ccccc3)c3ccccc3)CC2)cc1 | 0.6
CCN=C1NC(c2ccc(Cl)cc2)C(C(=O)OC)=C(C)N1Cc1cccc(C(F)(F)F)c1 (stereo not given) | -2.8
CCOC(=O)N[C@H](C(=O)N1CCC[C@H]1C(=O)NCCc1ccccc1Cl)c1ccccc1 | 0.0
COCCN1C(=O)[C@H]2C[C@@]13O[C@H](C1CCCCC1)N=C3CC1c3ccccc3C[C@@]12C (stereo not given in full) | 0.6
COc1ccccc1-c1ccc([C@@H]2C[C@H]3[C@H](CON3C)CN2CC2CCCCC2)cc1 | 1.5
COC(=O)[C@@]1(Cc2ccccc2)[C@H]2c3cc(C(=O)N4CCCC4)n(Cc4ccsc4Br)c3C[C@H]2CN1C(=O)c1ccccc1 | -0.6
O=C1c2ccccc2C2Cc3nnccc3CN12 (stereo not given) | 0.9
C[C@@H]1CN([C@@H](C)CO)C(=O)CCCn2cc(nn2)CO[C@H]1CN(C)C(=O)CCC(F)(F)F | -0.1
O=C(C(=O)N1CCC(CNS(=O)(=O)c2ccc3ccccc3c2)CC1)c1cc2ccccc2o1 | 0.8
CCOC(=O)C1=C(C(=O)OCC)C2N(Cc3ccc(Br)cc3)c3ccccc3[C@@]23C[C@@H](C(=O)OC)N(S(=O)(=O)c2ccc(Br)cc2)C3=N1 (stereo not given in full) | -0.8
COc1ccccc1CNC(=O)C1CCN(Cc2nc(-c3ccc(Cl)cc3)oc2C)CC1 | -0.4
O=C(N[C@H](C(=O)N1CCC[C@H]1C(=O)NCc1ccccc1)c1ccccc1)C1CCCC1 | -0.1
COC(=O)[C@]12C[C@H](CC(=O)N3CCC(c4ccccc4)CC3)C(=O)N(CCC3=CCCCC3)C1=C[C@H](C(C)(C)C)O[C@@H]2C | 0.5
CSCCC(c1nc2ccccc2[nH]1)n1c(/C=C/c2ccc(Cl)cc2)nc2ccccc21 (stereo not given) | 0.2
CC(C)C[C@H](NC(=O)c1ccc(Cl)cc1Cl)C(=O)N1CCC[C@H]1C(=O)NCc1ccccc1 | 1.8
C[C@H](O)[C@@H]1C(=O)N2CCc3c([nH]c4ccccc34)[C@@H]2C[C@@H]1N(C)C(=O)OCc1ccccc1 | 0.7
CC(=O)NC(Cc1ccccc1C)C(=O)NC1CCN(c2c3c(nc4ncnn24)CCC3)CC1 (stereo not given) | -0.9
COC(=O)N1C[C@H](Oc2ncccn2)[C@H]2C[C@@H]1c1ccccc1O2 | 1.0
Cc1ccc(C(=O)N2CCC[C@@H]2C(=O)N2CCC[C@@H]2C(=O)NCc2ccccc2)cc1C | -0.8
O=C(Cc1ccccc1)NC(=S)Nc1ccc2oc(-c3ccccc3)nc2c1 | -0.4
COC(=O)[C@]12C[C@H](CC(=O)NCCCCc3ccccc3)C(=O)N(Cc3ccccc3)C1=C[C@H](C1CCCC1)O[C@@H]2C | 0.2
Nc1[nH]c(C(=O)c2ccccc2)c(-c2cccc3ccccc23)c1C(=O)NCc1ccc(F)c(F)c1 | 0.4
CCCCNc1ccc2c(c1)OC[C@H](C)NS2(=O)=O | -0.5
CC(C)CC1NC(=O)c2ccccc2-n2c1nc1ccccc1c2=O (stereo not given) | 0.5
COc1ccc(NC(=S)N(CCN2CCOCC2)Cc2cc3cc4c(cc3[nH]c2=O)OCO4)cc1 | 0.9
COc1cccc(N(C(=O)C2COc3ccccc3O2)C(C(=O)NC2CCCCC2)c2ccc(O)cc2)c1 (stereo not given) | 0.2
CCOC(=O)C1=C(C(=O)OCC)C2N(Cc3ccc(Br)cc3)c3ccccc3[C@@]23C[C@@H](C(=O)OC)N(S(=O)(=O)c2ccc(OC)cc2)C3=N1 (stereo not given in full) | 0.5
CCCCN1CN(S(=O)(=O)c2cccs2)c2nc3ccccc3nc21 | 2.0
COC(=O)[C@]1(CC(C)C)NC=C(C(=O)c2ccccc2)[C@@H]1c1cccc(C(F)(F)F)c1 | 0.3
O=C1CN(C(=O)COc2cccc(F)c2)c2ccccc2N1 | -0.5
Cc1cc(Nc2cc(C(F)(F)F)cc(C(F)(F)F)c2)cc(=O)n1-c1cc(C(F)(F)F)cc(C(F)(F)F)c1 | -0.7
O=C(NCCc1ccccc1Cl)[C@@H]1CCCN1C(=O)[C@@H](NC(=O)N1CCOCC1)C1CCCCC1 | 2.1
COc1ccc(NC(=O)N(C)C[C@H]2OCc3cnnn3CCCC(=O)N([C@H](C)CO)C[C@@H]2C)c(OC)c1 | 1.0
(continued)
SMILES | MsrA inh
Cc1ccc(-n2c(-c3cccs3)nc3nc4ccccc4nc32)cc1 | -1.7
O=C(NCc1ccco1)Nc1c(Cl)cc(Cl)cc1Cl | -0.9
C[C@H](O)[C@@H]1CN2CCc3c([nH]c4c(-c5ccccc5)cccc34)[C@@H]2C[C@@H]1N(C)C(=O)NC1CCCCC1 | -0.7
S=C(SCc1c(Cl)cccc1Cl)N1CCSCC1 | -0.2
Cc1cccc(NC(=O)Cn2c(=O)n(CCc3c[nH]c4ccccc34)c(=O)c3cccnc32)c1 | 0.4
C=CCN=C1NC(c2ccc(Cl)cc2)C(C(=O)OC)=C(C)N1Cc1cccc(C(F)(F)F)c1 (stereo not given) | -0.2
CC(=O)C1=C(C)N(Cc2ccc(Cl)cc2)C(=S)NC1c1cccc(Br)c1 (stereo not given) | 1.2
COC(=O)C1=C(C)N(Cc2ccc(C(F)(F)F)cc2)C(=NCc2ccccc2)NC1c1cccc(F)c1 (stereo not given) | -2.4
CS(=O)(=O)Nc1ccccc1C(=O)N1CCN(c2ccccc2)CC1 | 0.1
CN(C(=O)c1cn(C)c2ccccc12)c1ccc(Oc2cccnc2)cc1 | 0.1
CCn1cc(CCC(=O)Nc2ccc(Oc3cccnc3)cc2)c2ccccc21 | 1.0
CC12CCC3c4ccc(OCCCO)c([N+](=O)[O-])c4CCC3C1CCC2=O (stereo not given) | 1.9
COc1ccc(CN2C[C@@]3(O)CC[C@@H](O)[C@@H](OC)[C@@H]3[C@@]2(C)[C@H](O)CC=C(C)C)cc1 | -0.2
CCOc1ccc(S(=O)(=O)Nc2ccc3c(c2)c2c(n3S(=O)(=O)c3ccc(OCC)cc3)CCCC2=O)cc1 | -0.1
CCOC(=O)C1=CCC(c2ccccc2)N(S(C)(=O)=O)C1 (stereo not given) | -0.5
COC(=O)C1=C(C)N(C)C(=NCc2ccccc2C(F)(F)F)NC1CCc1ccccc1 (stereo not given) | -1.0
CC(=O)OC[C@H]1O[C@H](C#Cc2ccc(C(C)(C)C)cc2)C=C[C@H]1OC(=O)Nc1ccccc1 | 1.2
COCCCNC(=O)[C@@H](Cc1ccccc1)NC(=O)[C@H]1O[C@@H](n2ccc(=O)[nH]c2=O)[C@H](O)[C@@H]1O | -0.2
Cc1ccccc1-c1ccc2c(c1)[C@@H]1C[C@H](N(C)CC3CCCCC3)[C@H]([C@H](C)O)CN1CC2 | 0.2
COC(=O)N1C[C@H](Oc2cccc3ccccc23)[C@H]2C[C@@H]1c1ccccc1O2 | -0.7
Cc1sc2nc(C3CC3)nc(SCC(=O)N3CCCc4ccccc43)c2c1C | 1.0
Cc1cc(NCCc2c[nH]c3ccccc23)ccc1Oc1cccnc1 | -0.9
Nc1ncnc2c1ncn2[C@@H]1O[C@H](C(=O)N[C@@H](CCc2ccccc2)C(=O)N2CCN(CC(=O)N3CCCC3)CC2)[C@@H](O)[C@H]1O | 1.4
O=C1CCCC2=C1[C@@]1(O[C@H]3C=CC=CN23)C(=O)N(c2ccccc2)c2ccccc21 | 0.1
O=Nc1ccc(Br)cn1 | 0.2
CCOc1cc(-n2nc(C)c(C#N)c2N)nc(SC)n1 | 3.1
C[C@H](CO)N1C[C@H](C)[C@@H](CN(C)C(=O)C2CC2)OCc2cn(nn2)CCCC1=O | -0.2
Nc1[nH]c(C(=O)c2ccc(Br)cc2)c(-c2ccc(Cl)cc2)c1C(=O)NCCc1c[nH]c2ccccc12 | 0.3
CC(C)CC1NC(=O)c2cc(Cl)ccc2-n2c1nc1ccc(F)cc1c2=O (stereo not given) | 1.8
Cc1ccc2nc(-c3ccc(NC(=O)CN(C)S(=O)(=O)c4ccccc4)cc3)sc2c1 | 0.1
Cc1cc(C)c2cc(CN(CCO)C(c3nnnn3Cc3ccc(F)cc3)C(C)C)c(=O)[nH]c2c1 (stereo not given) | -0.2
C[C@H](CO)N1C[C@H](C)[C@@H](CN(C)C(=O)Nc2ccccc2)OCc2cn(nn2)CCCC1=O | -1.2
COc1cc2c(cc1OC)C(C(=O)O)C(c1ccc3c(c1)OCO3)N(C)C2=O (stereo not given) | 0.3
CN1CCCCC(NC(=O)C23CC4CC(CC(C4)C2)C3)C1=O (stereo not given) | 1.2
COC(=O)CC#C[C@H](C)[C@@H](NS(=O)(=O)c1ccc(C)cc1)C1CCCCC1 | -0.2
CCCCS(=O)(=O)N1CCCc2nc(-c3ccc(Br)cc3)ccc21 | -0.2
CC(=O)Oc1ccc(Cl)cc1/C=C/c1cc(OC(C)=O)c2ccccc2n1 | 0.7
Cc1cccc(OCCCN2CCC(C(O)(c3ccccc3)c3ccccc3)CC2)c1 | 0.8
COC(=O)C1=C(C)N(Cc2ccccc2)C(=S)NC1c1cccc(OC)c1 (stereo not given) | -0.1
Cc1ccnc(NS(=O)(=O)c2ccc(C(C)(C)C)cc2)c1 | -0.8
Cc1cc(C)nc(OC(=O)c2ccc(Cl)cc2Cl)n1 | 2.0
CC(Sc1nnc(-c2cccnc2)n1-c1ccccc1F)C(=O)N1CCCc2ccccc21 (stereo not given) | 0.2
COCCNC(=S)N(C)[C@H]1C[C@H]2c3[nH]c4ccccc4c3CCN2C(=O)[C@H]1[C@H](C)O | 1.2
COC[C@@H](O)[C@H]1OCc2cc(OC)ccc2[C@@H]1/C=C/c1ccccc1 | 0.1

Structural class, those above with fluorine (16)
SMILES | MsrA inh
COC(=O)C1=C(C)N(Cc2ccccc2C(F)(F)F)C(=NCC2CC2)NC1c1ccc(C(F)(F)F)cc1 (stereo not given) | -1.2
COC(=O)C1=C(C)N(Cc2cccc(C(F)(F)F)c2)C(=NCC2CC2)NC1c1cccc(F)c1 (stereo not given) | -2.4
O=C(COC(=O)CC(c1ccccc1)c1ccccc1)Nc1c(F)cccc1F | 0.0
CCOC(=O)C1=CCN(S(=O)(=O)c2ccc(Br)cc2)C1c1ccc(F)cc1 (stereo not given) | -0.2
CCN=C1NC(c2ccc(Cl)cc2)C(C(=O)OC)=C(C)N1Cc1cccc(C(F)(F)F)c1 (stereo not given) | -2.8
C[C@@H]1CN([C@@H](C)CO)C(=O)CCCn2cc(nn2)CO[C@H]1CN(C)C(=O)CCC(F)(F)F | -0.1
Nc1[nH]c(C(=O)c2ccccc2)c(-c2cccc3ccccc23)c1C(=O)NCc1ccc(F)c(F)c1 | 0.4
COC(=O)[C@]1(CC(C)C)NC=C(C(=O)c2ccccc2)[C@@H]1c1cccc(C(F)(F)F)c1 | 0.3
O=C1CN(C(=O)COc2cccc(F)c2)c2ccccc2N1 | -0.5
Cc1cc(Nc2cc(C(F)(F)F)cc(C(F)(F)F)c2)cc(=O)n1-c1cc(C(F)(F)F)cc(C(F)(F)F)c1 | -0.7
C=CCN=C1NC(c2ccc(Cl)cc2)C(C(=O)OC)=C(C)N1Cc1cccc(C(F)(F)F)c1 (stereo not given) | -0.2
COC(=O)C1=C(C)N(Cc2ccc(C(F)(F)F)cc2)C(=NCc2ccccc2)NC1c1cccc(F)c1 (stereo not given) | -2.4
COC(=O)C1=C(C)N(C)C(=NCc2ccccc2C(F)(F)F)NC1CCc1ccccc1 (stereo not given) | -1.0
CC(C)CC1NC(=O)c2cc(Cl)ccc2-n2c1nc1ccc(F)cc1c2=O (stereo not given) | 1.8
Cc1cc(C)c2cc(CN(CCO)C(c3nnnn3Cc3ccc(F)cc3)C(C)C)c(=O)[nH]c2c1 (stereo not given) | -0.2
CC(Sc1nnc(-c2cccnc2)n1-c1ccccc1F)C(=O)N1CCCc2ccccc21 (stereo not given) | 0.2
